Kir21 block = blocks the mouse Kir2.1 inward-rectifier potassium channel; P35561; HEK293-Kir2.1, FluxOR thallium flux fluorescence; hits give low values; B-score at 10 µM; 0.85% of 310,000 active; AID 1672;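 active = fluorescence ratio B-score at or below minus 3 SD of library scores, with starting-brightness B-score within 2 SD, cut at about -4.2 in these data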;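 note: channel flux triggered by added potassium and thallium sulfate stimulus; B-score of peak minus minimum fluorescence over baseline after thallium stimulus; more negative B-score means stronger Kir2.1 block with less thallium influx; some compounds called inactive have numbers as strong as hits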
KCNQ2 inh = KCNQ2 channel blockers in CHO-K1 cells – cell-based, FluxOR thallium flux, B-score, primary screen (AID 2156). O88943. 20 min; hits give low values. B-score at 10 µM. 1.1% of 310,000 active;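 active = fluorescence ratio B-score at most minus 3 library SDs, with starting brightness B-score within 2 library SDs, cut at about -5.5 in these data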
Target sequence (O88943 whole entry, looked up): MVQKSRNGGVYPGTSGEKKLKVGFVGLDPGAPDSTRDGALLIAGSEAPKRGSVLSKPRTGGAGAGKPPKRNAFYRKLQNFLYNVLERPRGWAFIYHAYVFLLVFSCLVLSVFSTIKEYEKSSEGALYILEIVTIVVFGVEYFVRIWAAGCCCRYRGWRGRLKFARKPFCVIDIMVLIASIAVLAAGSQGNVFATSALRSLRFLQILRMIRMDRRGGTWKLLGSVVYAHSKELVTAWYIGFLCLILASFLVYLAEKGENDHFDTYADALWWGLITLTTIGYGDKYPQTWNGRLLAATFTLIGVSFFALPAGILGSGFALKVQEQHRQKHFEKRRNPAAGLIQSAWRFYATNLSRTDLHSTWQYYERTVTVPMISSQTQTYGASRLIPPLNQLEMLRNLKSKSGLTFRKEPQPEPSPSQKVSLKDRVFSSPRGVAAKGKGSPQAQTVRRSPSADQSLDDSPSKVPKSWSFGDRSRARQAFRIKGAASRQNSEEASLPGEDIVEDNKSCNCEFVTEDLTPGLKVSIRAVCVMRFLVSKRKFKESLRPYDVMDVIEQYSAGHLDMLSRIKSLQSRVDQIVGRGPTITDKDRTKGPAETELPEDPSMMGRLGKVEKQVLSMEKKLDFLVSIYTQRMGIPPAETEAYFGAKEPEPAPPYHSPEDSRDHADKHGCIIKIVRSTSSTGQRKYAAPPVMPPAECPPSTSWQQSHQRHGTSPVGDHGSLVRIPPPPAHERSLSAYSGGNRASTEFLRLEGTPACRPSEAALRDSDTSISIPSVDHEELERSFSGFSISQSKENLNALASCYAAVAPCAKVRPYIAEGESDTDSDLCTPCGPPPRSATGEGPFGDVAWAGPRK
Active calls of the source: *; i = inactive.

SMILES	Kir21 block	KCNQ2 inh
COc1cccc(NC2c3ccccc3C(=O)N2Cc2ccccc2Cl)c1 (stereo unspecified)	-0.36	i
Cc1cccc2cc(/C=C/C(=O)c3ccco3)c(Cl)nc12	0.04	i
O=C(COC(=O)CCNS(=O)(=O)c1ccccc1)NNC(=O)c1ccccc1	0.42	i
COc1ccc(-n2ncc3c2CC(C)(C)CC3NC(=O)CCN2CCCC2=O)cc1 (stereo unspecified)	-0.04	i
O=C(c1sc2cc(F)ccc2c1Cl)N1CCN(c2cccc(Cl)c2)CC1	0.45	i
CC(=O)Nc1ccc(S(=O)(=O)N(C#N)c2nc(N(C)C)nc(N(C)C)n2)cc1	0.52	i
CCN1/C(=C\c2ccc3cc(C)ccc3[n+]2CC)Sc2cc(C)c(C)cc21	-6	i
Cc1ccc(S(=O)(=O)N2CCN(Cc3cc(C(C)(C)C)ccc3O)CC2)cc1	-0.03	i
COc1ccc(CCNC(=O)CSc2nc(C)nc3c2oc2ccccc23)cc1OC	-0.99	i
COc1ccccc1NC(=O)CSc1nnc(CCC(=O)Nc2ccccc2F)n1C	0.71	i
N#CC1CC(c2ccc([N+](=O)[O-])cc2)=NN1c1ccc([N+](=O)[O-])cc1 (stereo unspecified)	-1.6	i
O=C1/C(=C/c2cccc([N+](=O)[O-])c2)CCc2ccccc21	0.02	i
Cc1onc(C(=O)Nc2cccnc2Cl)c1[N+](=O)[O-]	1.1	i
CCN(CC)S(=O)(=O)c1ccc(N=Nc2c(C)[nH]n(C(N)=S)c2=O)cc1	-1.8	i
O=C(Cn1nc(-c2ccccc2)ccc1=O)NCC1CCCO1 (stereo unspecified)	2.3	i
O=c1[nH]c(=O)c2nc3c4ccccc4c4ccccc4c3nc2[nH]1	0	i
CN1CC2(C)CN(C(c3ccccc3)c3ccccc3)CC(C)(C1)C2O (stereo unspecified)	-0.76	i
Cc1ccc(Cn2ccnc2SCC(=O)NC2CCCC2)cc1	-1.1	i
COc1cc(-c2noc(C)c2C#CC2(N)CCCCC2)cc(OC)c1OC	-0.15	i
Cc1cc(C)c(C(=O)/C=C/C=C/c2ccccc2)c(=O)[nH]1	-2.5	i
Cc1ccc(F)cc1NC(=O)CSc1ncccn1	-0.19	i
NC(=O)c1ccc[n+](Cc2cccc3ccccc23)c1	0	i
CC1Sc2n(c3ccccc3[n+]2C)N=C1c1ccccc1 (stereo unspecified)	0.49	i
CCCN1C(=O)c2ccccc2NC1c1ccc(Cl)c(Cl)c1 (stereo unspecified)	-1.1	i
O=C(CNC(=O)c1ccc(Br)cc1)N/N=C/c1ccc[nH]1	-1.6	i

Brought forward from above: six entries; new compounds follow.
SMILES	Kir21 block	KCNQ2 inh
Cc1cc(C)c(C(=O)/C=C/C=C/c2ccccc2)c(=O)[nH]1	-2.5	i
Cc1ccc(F)cc1NC(=O)CSc1ncccn1	-0.19	i
NC(=O)c1ccc[n+](Cc2cccc3ccccc23)c1	0	i
CC1Sc2n(c3ccccc3[n+]2C)N=C1c1ccccc1 (stereo unspecified)	0.49	i
CCCN1C(=O)c2ccccc2NC1c1ccc(Cl)c(Cl)c1 (stereo unspecified)	-1.1	i
O=C(CNC(=O)c1ccc(Br)cc1)N/N=C/c1ccc[nH]1	-1.6	i
Cc1ccc(NC(=O)C2C3C=CC4(O3)C2C(=O)N(CCCN2CCCC2)C4C(=O)NC2CCCCC2)cc1Cl (stereo unspecified)	0.54	i
CC(C)(C)c1cc(NC(=O)c2cccc(S(=O)(=O)N3CCOCC3)c2)no1	0.01	i
CC1Cc2ccccc2N1C(=O)c1nn(C)cc1Br (stereo unspecified)	0.26	i
COc1cccc(-c2cc(C(=O)Nc3cc(OC)c(OC)c(OC)c3)no2)c1	0.05	i
CCN(c1ccc(C)cc1C)S(=O)(=O)c1nnc(NC(=O)c2ccco2)s1	-1.2	i
Brc1ccc(-c2nnc3sc(CNC4CCCC4)cn23)cc1	-1.5	i
O=C(Nc1ccc(F)cc1)Nc1cccnc1	-1.2	i
CCOC(=O)c1sc(NC(=O)CSc2nncn2C)nc1C	0.14	i
COc1ccc2oc(C(=O)OCC(=O)Nc3ccc(NC(C)=O)cc3)c(C)c2c1	1	i
CC(c1ccccc1)C(Cc1nc2ccccc2[nH]1)c1nc2ccccc2[nH]1 (stereo unspecified)	-1.1	i
O=C(Cn1cnc2ccccc21)N/N=C/c1ccco1	0.05	i
O=S(=O)(Nc1nc2ccccc2nc1Cl)c1ccc(F)cc1	0.15	i
C=CCn1c(Cc2cccs2)nnc1SCC(=O)Nc1ccc(OC)cc1	0.63	i
CC(=O)N1c2ccc(S(=O)(=O)NCC3CCC(C(=O)N4CCC(C)CC4)CC3)cc2CC1C (stereo unspecified)	1.9	i
CCOC(=O)C(C(C)C)C(N)Cc1ccc(F)cc1 (stereo unspecified)	-1.1	i
Cc1nn(C)c(C)c1CN(C)C(=O)C1(C)CC1(Br)Br (stereo unspecified)	-1.2	i
Cc1ccc(C(=O)N2CCN(c3ccccc3)CC2)cc1S(=O)(=O)N1CCOCC1	1	i
C=CCN1C(=O)CSc2ccc(C(=O)NCc3ccc(F)cc3)cc21	-1.8	i
O=C(OCC(=O)N1CCN(C(=O)c2ccco2)CC1)c1ccccc1C(=O)c1ccccc1	0.32	i
COc1ccc(C(=O)NCC(=O)OCC(=O)N2CCCc3ccccc32)cc1	-0.79	i
CC(=O)Nc1ccc(NC(C)=C(C#N)C#N)cc1	-0.3	i
O=C(Nc1ccc2c(c1)CCC2)c1cc(=O)[nH]c2ccccc12	-2.6	i
N#CCCN1CCN(C(=S)c2ccc(-c3cccc(Cl)c3)o2)CC1	1.7	i
Cc1ccccc1-n1c(=S)[nH]c2nc3c(cc2c1=O)CCCC3	-2.7	i
O=C(COC(=O)C1CC(=O)N(Cc2ccccc2)C1)Nc1ccc2c(c1)OCO2 (stereo unspecified)	1.5	i

A second format for 6 compounds above.
The line under a structure holds: Kir21 block | KCNQ2 inh
> Cc1ccc(C(=O)N2CCN(c3ccccc3)CC2)cc1S(=O)(=O)N1CCOCC1
→ 1 | i
> C=CCN1C(=O)CSc2ccc(C(=O)NCc3ccc(F)cc3)cc21
→ -1.8 | i
> O=C(OCC(=O)N1CCN(C(=O)c2ccco2)CC1)c1ccccc1C(=O)c1ccccc1
→ 0.32 | i
> COc1ccc(C(=O)NCC(=O)OCC(=O)N2CCCc3ccccc32)cc1
→ -0.79 | i
> CC(=O)Nc1ccc(NC(C)=C(C#N)C#N)cc1
→ -0.3 | i
> O=C(Nc1ccc2c(c1)CCC2)c1cc(=O)[nH]c2ccccc12
→ -2.6 | i

Continued.
SMILES	Kir21 block	KCNQ2 inh
O=C(COc1ccccc1)NCc1nnc(SCC(=O)Nc2nccs2)n1-c1ccccc1	-2.3	i
Cc1cc(C)n(-c2ccc(C(=O)OCC(=O)Nc3ccc(Cl)c(S(=O)(=O)N(C)C)c3)cc2)n1	0.35	i
COc1ccc(C(O)(C(=O)NNc2ccc(C)cc2)c2cccs2)cc1 (stereo unspecified)	-0.18	i
CC(C)CN1C(=O)C(=O)N(CC(=O)N2CCN(c3ccccc3)CC2)C1=O	-1.2	i
COC1(NC(=O)c2ccccc2)C(C)=CC(=O)C=C1C	-0.95	i
COc1ccccc1C1CC(c2ccccc2)=NN1S(=O)(=O)c1ccccc1 (stereo unspecified)	-1.1	i
CCN(CC)C(=O)c1sc(NC(=O)c2ccc(C)c([N+](=O)[O-])c2)c(C#N)c1C	3.5	i
COc1cc(/C=C/C(=O)OCC(=O)N2CCc3ccccc3C2)ccc1O	0.14	i
COc1ccc(-c2[nH]ncc2CN(C)Cc2nonc2C)c(OC)c1	-0.05	i
NC(=O)CCN1CCC(c2nc3ccccc3s2)CC1	0.36	i
Clc1cccc(N/N=C/c2ccc(N3CCOCC3)s2)c1	-0.24	i
COC(=O)c1cccc(NC(=O)Nc2ccc(Cl)cc2)c1	0.5	i
O=C(NC1CCCCCC1)c1ccc2c(=O)n3c(nc2c1)CCCCC3	-0.39	i
CCN(CC(=O)NCCc1ccccc1)S(=O)(=O)c1ccc(Br)cc1	-1.4	i
CCOC(=O)C(NC(=O)c1cccc(Cl)c1)(OCc1ccc(F)cc1)C(F)(F)F (stereo unspecified)	-0.46	i
Cc1ccnc(NC(=O)CNC(=O)c2ccc3ccccc3c2)c1	1.1	i
CCc1ccc(NS(=O)(=O)c2c(C(=O)N3CCOCC3)c(C)n(C)c2C)cc1	0.95	i
CS(=O)(=O)c1ccc(-c2csc(-c3cccnc3)n2)cc1	-0.22	i
O=C(CSc1nncn1-c1ccccc1)Nc1cc(F)ccc1F	0.41	i
CN(C)/C=C(\C(=O)c1ccccc1)c1nnnn1-c1ccc(F)cc1	-1.6	i
O=C(O)C(Cc1ccc(O)cc1)N1C(=O)c2c(Cl)c(Cl)c(Cl)c(Cl)c2C1=O (stereo unspecified)	0.32	i
CCCOC1CCCN(Cc2nc(-c3ccc(C(=O)OC)cc3)no2)C1 (stereo unspecified)	-0.5	i
Cc1nn(C(=O)CCC(=O)NCCc2ccccc2)c2ccccc12	0.8	i
COc1ccc(OCC(=O)O/N=C(\N)Cc2ccc(Cl)cc2Cl)cc1	0.51	i
CC(=O)O[C@@H]1[C@@H](OC(C)=O)[C@H](n2ccc3cc([N+](=O)[O-])ccc32)OC[C@@H]1OC(C)=O	-0.62	i

Next section
SMILES	Kir21 block	KCNQ2 inh
CCOC(=O)N1CCN(c2ccc(O)cc2)CC1	3	i
CCn1cc(C(=O)N2CCN(Cc3ccc4c(c3)OCO4)CC2)c2cc(OC)c(OC)cc2c1=O	-1.3	i
COc1ccc2c(c1)c(=O)cc(C)n2CC(=O)NCc1ccco1	0.51	i
CCOc1cc(C(c2c(C)[nH][nH]c2=O)c2c(C)[nH][nH]c2=O)cc(Cl)c1O	1.1	i
C#CCOCCOCCOCCNc1nc(N2CCOCC2)nc(N2CCN(C(=O)[C@H](CCCCN)n3cc([C@@H](N)CC(C)C)nn3)CC2)n1	-1	i
COc1ccc(/C=N/NC(=O)CNC(=O)c2ccc(S(=O)(=O)N3CCOCC3)cc2)c(OC)c1	-0.01	i
Cc1cc(SCC(=O)NCCN2C(=O)CSC2=O)nc2c(C)cccc12	0.05	i
Fc1cc(F)cc(NC(=S)NCCCN2CCOCC2)c1	0.01	i
COc1ccc(Nc2ccc(Cl)nn2)cc1	1	i
CN(CC(=O)Nc1cccc(F)c1)C(=O)CSc1ccc(Br)cc1	1.7	i
CCOc1ccc(NC(=O)CSc2ncn[nH]2)c([N+](=O)[O-])c1	-2.8	i
Cc1ccc(-c2cc(-c3ccccc3)nc(NN)n2)cc1	0.14	i
O=C(OCc1ccc([N+](=O)[O-])cc1)C1CCN(S(=O)(=O)c2ccccc2)CC1	-0.21	i
CC(C)[C@H](NC(=O)N1CCn2c1nc1ccccc12)C(=O)NCc1ccccc1Cl	-0.82	-8.1*
CC(C)N1C(=O)CN(C2CCCCCC2)C(=O)C1c1ccccc1F (stereo unspecified)	0.86	i
Cc1c(CN2CCCC(CO)(Cc3cccc(Cl)c3)C2)cnn1C (stereo unspecified)	-0.73	i
O=C(CSc1cccs1)Nc1cccc2ccccc12	-0.01	i
COC(=O)CSc1[nH]c(=O)cc(C)c1C#N	-2	i
NC(=O)c1c(NC(=O)c2ccc(S(=O)(=O)N3CCOCC3)cc2)sc2c1CCCCC2	0.85	i
COc1ccc(CCC(=O)NNC(=O)Nc2ccc(C(C)=O)cc2)cc1	0.75	i
Cc1ccc(-n2nnnc2SCC(=O)N2CCc3ccccc3C2)cc1	-0.46	i
CCc1ccccc1OCCCCN1CCCC1	0.02	i
COc1cc2c(cc1CN1CCN(C(=O)c3cc(OC)c(OC)c(OC)c3)CC1)OCO2	-0.22	i
C/C(CC(=O)Nc1ccccn1)=N\NC(=O)c1ccc2ccccc2c1	0.93	i
O=C(CCC(=O)N1CCSc2ccccc21)NCc1ccc(Cl)cc1	-0.98	i

New compounds follow
SMILES	Kir21 block	KCNQ2 inh
O/N=C(/Cc1ccccn1)c1ccccc1	0.1	i
Cc1oc2cc3oc(=O)c(CCC(=O)NCCC(=O)O)c(C)c3cc2c1C	1.5	i
O=C(c1ccc(NC(=O)C(c2ccccc2)c2ccccc2)cc1)c1ccc(C(=O)O)c(C(=O)O)c1	0.1	i
COc1ccc(CC(=O)NNC(=O)CSc2ccc(C)cc2)cc1	0.28	i
COc1cc(/C=C2\SC(=S)N(NS(=O)(=O)c3ccccc3)C2=O)ccc1O	-1	i
CC(=O)c1cccc(NC(=O)CN(c2ccc(F)cc2)S(C)(=O)=O)c1	1.5	i
Cc1ccc(C)c(/C(O)=C2\C(=O)C(=O)N(CCCn3ccnc3)C2c2ccncc2)c1 (stereo unspecified)	0.01	i
COC(=O)c1cc2ccccc2c(=O)s1	0.76	i
O=C(CSc1nc(=O)n(CCCN2CCOCC2)c2c1CCCC2)Nc1ccccc1Cl	-1.5	i
C=CCc1cccc(/C=N/NC(=O)CNc2ccccc2)c1O	0.45	i
COc1cccc(CNCc2ccc(OC)c3ccccc23)c1OC	-1.1	i
COC(=O)C1C(c2ccccc2)C(C(=O)O)C1c1ccccc1 (stereo unspecified)	0.02	i
Cc1ccc2c(c1)N(C(=O)CCC(=O)N1CCOCC1)CCO2	0.33	i
O=C1CC(C(=O)NC2CCCCC2)C(c2ccccc2)O1 (stereo unspecified)	-1.1	i
Cc1cc(OCC(=O)N(Cc2cccs2)C2CCS(=O)(=O)C2)ccc1Cl (stereo unspecified)	-0.42	i
NC(=O)C1CCN(CCC(=O)Nc2ccc(Br)cc2)CC1	0.36	i
Cc1cc(C)c(NC(=O)CNC(=O)c2ccccc2OCc2c(C)noc2C)c(C)c1	1.1	i
CCCOc1ccc(-c2cc(C(=O)NCC3CCCO3)c3ccccc3n2)cc1 (stereo unspecified)	-0.12	i
